RBX1-CUL1 inh – human ROC1-CUL1 E3 ligase inhibition. P62877+Q13616. in vitro K48 di-Ub FRET, acceptor:donor ratio, 45 min. inhibition, % at 10 µM. 0.6% of 140,000 active. AID 1347404; in the data active = inhibition above about 25%
Target sequence (P62877 whole entry, looked up): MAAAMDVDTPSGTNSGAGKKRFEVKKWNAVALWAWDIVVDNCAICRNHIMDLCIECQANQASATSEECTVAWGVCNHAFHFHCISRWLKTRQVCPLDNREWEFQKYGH
Target sequence (Q13616 whole entry, looked up): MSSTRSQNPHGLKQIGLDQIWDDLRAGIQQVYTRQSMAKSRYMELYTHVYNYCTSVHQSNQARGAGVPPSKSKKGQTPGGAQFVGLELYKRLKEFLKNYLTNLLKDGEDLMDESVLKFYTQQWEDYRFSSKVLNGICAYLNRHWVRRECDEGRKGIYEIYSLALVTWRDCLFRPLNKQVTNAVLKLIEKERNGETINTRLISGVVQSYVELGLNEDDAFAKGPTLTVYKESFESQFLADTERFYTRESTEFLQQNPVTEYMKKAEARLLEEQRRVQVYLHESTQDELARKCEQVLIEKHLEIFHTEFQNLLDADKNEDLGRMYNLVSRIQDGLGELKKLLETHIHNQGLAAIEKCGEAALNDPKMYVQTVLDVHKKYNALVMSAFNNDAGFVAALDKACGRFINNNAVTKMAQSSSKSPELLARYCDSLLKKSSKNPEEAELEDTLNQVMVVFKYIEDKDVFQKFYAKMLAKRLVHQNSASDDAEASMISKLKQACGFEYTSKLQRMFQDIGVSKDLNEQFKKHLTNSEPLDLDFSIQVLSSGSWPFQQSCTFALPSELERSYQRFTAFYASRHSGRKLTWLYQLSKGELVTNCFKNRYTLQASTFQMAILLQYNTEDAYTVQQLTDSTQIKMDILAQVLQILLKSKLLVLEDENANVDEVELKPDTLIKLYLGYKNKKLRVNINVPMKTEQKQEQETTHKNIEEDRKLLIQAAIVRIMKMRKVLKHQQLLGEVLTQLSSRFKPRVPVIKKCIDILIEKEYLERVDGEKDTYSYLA
* marks the source's active call; other numbers are inactive results.

RBX1-CUL1 inh | molecule
1 | COc1cc(-c2nc(-c3cccc(Cl)c3)c(-c3ccccc3)[nH]2)cc(OC)c1OC
-4 | Cc1ccccc1-n1cc(C(=O)C(F)(F)F)nn1
1 | Clc1ccc2nc(-c3ccc(N4CCOCC4)cc3)c(Nc3ccccc3)n2c1
5 | CCOC(=O)c1c(C)[nH]c(CCC(=O)NCc2ccc(OC)c(OC)c2)c1C
4 | CCC(C(=O)NC1CCCCC1)n1nc(C)c2sc3ccccc3c2c1=O (configuration not stated)
-3 | NC(=O)c1ccc(OCc2ccccn2)cc1
11 | O=C(CSc1nnc(COc2ccccc2Cl)o1)Nc1ccc(Cl)c(Br)c1
0 | Cc1nn(-c2ccc(F)cc2)c(C)c1CN1C[C@H](O)[C@@H](N2CCOCC2)C1
2 | CO[C@H]1[C@H](NC(=O)C(C)C)c2ccccc2C12CCN(C(=O)C[C@@H]1C[C@@H](C)NC(=S)N1)CC2
-16 | O=C(NC1CCCCC1)c1cc(Nc2cccc(C(F)(F)F)c2)nc2ccccc12
-2 | COc1ccccc1N1C(=O)c2ccccc2NC1c1cc(Cl)cc2c1OCOC2 (configuration not stated)
3 | COc1ccc2[nH]cc(CCNC(=O)Nc3cccc(F)c3)c2c1
1 | Cc1nc2nc(NC(=O)CC(C)C)[nH]n2c(=O)c1Cc1ccccc1
-13 | Cc1ccc(NC(=O)NNC(=O)c2ccc(Cn3cccn3)o2)cc1
-4 | O=C(Nc1ccc([N+](=O)[O-])cc1)c1cccc2c1C(=O)c1ccccc1-2
-4 | CN(Cc1cccnc1)C(=O)c1cc(COc2cccc3cccnc23)on1
-4 | Cc1ccc(C(C)C)c(OCC(=O)Nc2cccc(NC(=O)c3ccco3)c2)c1
-4 | CCOCCCNC(=O)CN(c1ccccc1)S(=O)(=O)c1ccc(C)cc1
2 | CC(C)CC(=O)Nc1cccc(-c2nc3cc(Cl)ccc3o2)c1
0 | CC1=Nc2nc(SCc3ccccc3C)nn2C(C(C)C)C1C(=O)Nc1ccccc1 (configuration not stated)
3 | CNc1ncnc(N)c1[N+](=O)[O-]
7 | CCC1=Nc2cc(C(=O)NC(C)c3ccccc3)ccc2Sc2ccc(Cl)cc21 (configuration not stated)
1 | CCC(=O)N(C)C(Cc1ccc(F)cc1F)C1CCN(C(=O)CCc2ccccc2Cl)CC1 (configuration not stated)
-4 | CCc1ccccc1NC(=O)C1CCN(S(=O)(=O)c2cn(C)cn2)CC1
-5 | Cc1ccc(Cl)cc1N1CCN(C(=O)c2cn(C)c3ccc(S(=O)(=O)N(C)C4CCCCC4)cc3c2=O)CC1
-1 | CCCCC(=O)OCc1cc(=O)n2nc(C3CC3)sc2n1
10 | Brc1ccc(-c2nc3scc(-c4ccc(Br)cc4)n3n2)cc1
-3 | COCCC(=O)NNS(=O)(=O)c1ccc(Cl)cc1
3 | Cc1c(C(=O)N(C)Cc2ccccc2)sc2nc(-c3ccc(F)cc3)cn12
2 | CC(=O)NC(=S)Nc1ccc(C)c(C)c1
-2 | O=C(c1cn(Cc2cccc(Cl)c2)nn1)N1CCCCCC1
7 | O=C(NCc1ccc2c(c1)OCO2)c1ccc(S(=O)(=O)N2CCOCC2)cc1
1 | O=C(NNC(=O)[C@@H]1CCCC[C@@H]1C(=O)O)C1CCCCC1
0 | COC(=O)C1=C(C)N(Cc2ccc(C)cc2)C(=O)/C1=C\c1cc2c(cc1Br)OCO2
1 | COC(=O)c1c(C(=O)OC)c2c3ccccc3ccn2c1C(=O)OC
7 | O=C(N/N=C/c1ccc(N2CCCCC2)o1)c1ccccc1[N+](=O)[O-]
-3 | Oc1ccc(/C=C/c2ccc3cccc(O)c3n2)cc1Br
-4 | Cc1cccc(C)c1NCC(=O)O
-4 | O=C(CCCN1CCc2ccccc2C(O)(c2ccccc2)C1)c1ccc(F)cc1 (configuration not stated)
-4 | CC(C)(C)c1ccc(-c2c(C#N)c(N)nc3c2CCCC3)s1
10 | CCOC(=O)c1ccc2c(c1)N(Cc1cccc(C(F)(F)F)c1)C(=O)c1ccccc1S2(=O)=O
8 | COc1ccc(-c2cnnc(NCC(c3ccccc3)N3CCCCC3)n2)cc1 (configuration not stated)
-1 | COc1ccc(C(=O)Nc2ccc(N3CCN(C(=O)C(C)(C)C)CC3)c(Cl)c2)cc1
-5 | Cc1nc[nH]c(=O)c1Br
5 | OCCCNc1nc(-c2ccc(Cl)cc2)nnc1-c1ccc(Cl)cc1
0 | Cc1ccc(O)c(Nc2nc3ccccc3c3nncn23)c1
3 | Cc1nn(CC(=O)NCC(C)c2ccccc2)c(=O)c2cc3ccccc3n12 (configuration not stated)
-12 | COc1ccc(NC(=O)c2c(C)oc3ccc(O)c(CN4CCN(Cc5ccccc5)CC4)c23)cc1
-5 | Cc1ccc(-n2nc(C)c(C(=O)NCCCN3CCN(c4cccc(Cl)c4)CC3)c2-n2cccc2)cc1
1 | CCOc1ccc(Nc2nc3cc(Cl)c(Cl)cc3nc2-n2nc(C)cc2C)cc1

Three compounds already listed, arranged by the value under RBX1-CUL1 inh, falling:
Molecule	RBX1-CUL1 inh
CCOC(=O)c1ccc2c(c1)N(Cc1cccc(C(F)(F)F)c1)C(=O)c1ccccc1S2(=O)=O	10
OCCCNc1nc(-c2ccc(Cl)cc2)nnc1-c1ccc(Cl)cc1	5
Cc1ccc(-n2nc(C)c(C(=O)NCCCN3CCN(c4cccc(Cl)c4)CC3)c2-n2cccc2)cc1	-5

Carrying on:
RBX1-CUL1 inh | molecule
-2 | Cc1sc2ncnc(N3CCN(Cc4ccc5c(c4)OCO5)CC3)c2c1C
7 | CSc1ccc(C2c3c(n[nH]c3-c3ccc(C)cc3)OC(=N)C2C#N)cc1 (configuration not stated)
2 | Cc1ccc(NC(=O)/C(C#N)=C/c2ccc(C(C)C)cc2)cc1C
-8 | CC1=NN(S(=O)(=O)c2ccc(C)cc2)C(O)(C(F)(F)F)C1 (configuration not stated)
-4 | O=C(COc1ccc(I)cc1)n1cc(Cl)cn1
-9 | CC(C)CC(=O)n1nc(-c2cccnc2)nc1NCc1ccc(F)cc1
1 | Cc1ccc(NC(=O)Nc2nnc(N3CCCC3)s2)c(C)c1
9 | Cc1ccc(C(=O)Nc2ccccc2)cc1C
8 | O=C(Nc1ccc(-n2ccc3cc(F)ccc32)cc1)c1ccccc1
21 | COC(=O)c1scc(-c2ccc(C)cc2)c1S(=O)(=O)Nc1ccc(OC(F)(F)F)cc1
-7 | Cc1ccc2c(CC(=O)Nc3ccc(S(=O)(=O)N4CCCCC4C)cc3)coc2c1C (configuration not stated)
4 | C=CCN1C(=O)C2(Nc3ccccc3C(=O)N2c2ccc(C)cc2)c2ccccc21 (configuration not stated)
-12 | CCC(Cc1ccccc1)NC(=O)c1csc2c1CCCCC2 (configuration not stated)
-6 | Cc1cccc(C)c1OCC(=O)N(Cc1ccco1)Cc1ccco1
18 | CCOC(=O)C1CCCN(C2CC(=O)N(c3ccc(CC)cc3)C2=O)C1 (configuration not stated)
9 | COc1ccc(CNC(=O)C2CCN(S(=O)(=O)N(C)C)CC2)cc1
-1 | CCn1cc(C(=O)NCc2ccc(C)cc2)c(=O)c2cc(S(=O)(=O)N3CCC(C)CC3)ccc21
17 | O=C(COc1ccc(Cl)cc1)Nc1ccc(Cl)c(Cl)c1
-2 | COCCN(C(=O)c1csc2nc(-c3cccc(Cl)c3)cn12)C(C)C
-2 | O=C(Sc1ccc(Cl)cc1)c1ccc(=O)[nH]c1

32 entries from above, sorted by SMILES length, lowest first.
RBX1-CUL1 inh | molecule
-5 | Cc1nc[nH]c(=O)c1Br
-4 | Cc1cccc(C)c1NCC(=O)O
3 | CNc1ncnc(N)c1[N+](=O)[O-]
-3 | NC(=O)c1ccc(OCc2ccccn2)cc1
2 | CC(=O)NC(=S)Nc1ccc(C)c(C)c1
-4 | O=C(COc1ccc(I)cc1)n1cc(Cl)cn1
-4 | Cc1ccccc1-n1cc(C(=O)C(F)(F)F)nn1
-2 | O=C(Sc1ccc(Cl)cc1)c1ccc(=O)[nH]c1
-12 | CCC(Cc1ccccc1)NC(=O)c1csc2c1CCCCC2 (configuration not stated)
-1 | CCCCC(=O)OCc1cc(=O)n2nc(C3CC3)sc2n1
17 | O=C(COc1ccc(Cl)cc1)Nc1ccc(Cl)c(Cl)c1
1 | Cc1ccc(NC(=O)Nc2nnc(N3CCCC3)s2)c(C)c1
-6 | Cc1cccc(C)c1OCC(=O)N(Cc1ccco1)Cc1ccco1
-4 | CC(C)(C)c1ccc(-c2c(C#N)c(N)nc3c2CCCC3)s1
-13 | Cc1ccc(NC(=O)NNC(=O)c2ccc(Cn3cccn3)o2)cc1
-9 | CC(C)CC(=O)n1nc(-c2cccnc2)nc1NCc1ccc(F)cc1
9 | COc1ccc(CNC(=O)C2CCN(S(=O)(=O)N(C)C)CC2)cc1
-2 | COCCN(C(=O)c1csc2nc(-c3cccc(Cl)c3)cn12)C(C)C
11 | O=C(CSc1nnc(COc2ccccc2Cl)o1)Nc1ccc(Cl)c(Br)c1
3 | Cc1nn(CC(=O)NCC(C)c2ccccc2)c(=O)c2cc3ccccc3n12 (configuration not stated)
1 | Clc1ccc2nc(-c3ccc(N4CCOCC4)cc3)c(Nc3ccccc3)n2c1
7 | CCC1=Nc2cc(C(=O)NC(C)c3ccccc3)ccc2Sc2ccc(Cl)cc21 (configuration not stated)
7 | CSc1ccc(C2c3c(n[nH]c3-c3ccc(C)cc3)OC(=N)C2C#N)cc1 (configuration not stated)
4 | C=CCN1C(=O)C2(Nc3ccccc3C(=O)N2c2ccc(C)cc2)c2ccccc21 (configuration not stated)
-7 | Cc1ccc2c(CC(=O)Nc3ccc(S(=O)(=O)N4CCCCC4C)cc3)coc2c1C (configuration not stated)
0 | Cc1nn(-c2ccc(F)cc2)c(C)c1CN1C[C@H](O)[C@@H](N2CCOCC2)C1
0 | COC(=O)C1=C(C)N(Cc2ccc(C)cc2)C(=O)/C1=C\c1cc2c(cc1Br)OCO2
-12 | COc1ccc(NC(=O)c2c(C)oc3ccc(O)c(CN4CCN(Cc5ccccc5)CC4)c23)cc1
-1 | CCn1cc(C(=O)NCc2ccc(C)cc2)c(=O)c2cc(S(=O)(=O)N3CCC(C)CC3)ccc21
-5 | Cc1ccc(-n2nc(C)c(C(=O)NCCCN3CCN(c4cccc(Cl)c4)CC3)c2-n2cccc2)cc1
-5 | Cc1ccc(Cl)cc1N1CCN(C(=O)c2cn(C)c3ccc(S(=O)(=O)N(C)C4CCCCC4)cc3c2=O)CC1
2 | CO[C@H]1[C@H](NC(=O)C(C)C)c2ccccc2C12CCN(C(=O)C[C@@H]1C[C@@H](C)NC(=S)N1)CC2

More structures follow:
RBX1-CUL1 inh | molecule
-2 | CCN(CC)S(=O)(=O)c1ccc(NC(=O)C2CC2)cc1
-11 | N#S(O)(O)c1ccc(N=NN2CCOCC2)cc1
3 | N=C1CC(=O)NC(=O)N1c1ccccc1
-7 | CCOc1ccc(C(=O)N2CCN(c3ncccn3)CC2)cc1
7 | Oc1ccc2oc(Cc3ccccc3)c(Br)c2c1
0 | C=CCc1ccccc1NC(C(=O)OCC)c1ccccc1 (configuration not stated)
5 | COc1cccc(C2c3c(n[nH]c3C)OC(=N)C2C#N)c1 (configuration not stated)
7 | COCCOc1ccc(C(=O)Nc2ccccc2C(N)=O)cc1
2 | O=C(NCCc1ccccc1)c1ccc(Cn2c(SCc3ccccc3F)nc3cccnc32)cc1
1 | CCC(CC)(C1=NC(C(=O)OC)C(c2ccc(OC)cc2)O1)C1=NC(C(=O)OC)C(c2ccc(OC)cc2)O1 (configuration not stated)
14 | CC1(C)CC(=O)C2=C(C1)N(c1ccc(Br)cc1)C(=O)C(c1ccccc1)C2=O (configuration not stated)
3 | COc1cccc(CNC(=O)Cn2c(=O)cc(C)c3c(C)nn(C)c32)c1OC
-4 | Cc1ccc(NC(=O)c2cc(C(=O)O)ccc2C(=O)O)c([N+](=O)[O-])c1
9 | COC(=O)c1sc(NC(=O)CN2CCCC2)c(C(=O)OC)c1C
-7 | Cc1cccc(CS(=O)(=O)Cc2ccc(C(=O)NCc3ccccc3)o2)c1
-4 | O=C(C1CCCN(c2nc(-c3ccccc3)nc3c2CCC3)C1)N1CCCCC1 (configuration not stated)
6 | O=C(CN1CCN(CCO)CC1)NC1Cc2ccccc2Sc2ccc(Cl)cc21 (configuration not stated)
14 | C=CCn1c(=O)c2c(nc3n2C(C)C(C)=NN3CCOC)n(C)c1=O (configuration not stated)
-11 | CCCCCCCCCCCC(=O)Nc1ccc(S(=O)(=O)Nc2nccs2)cc1
8 | Fc1ccc(Cc2noc(-c3ccc(NCc4cccnc4)nc3)n2)cc1
7 | Cc1ccc2[nH]c3c(=O)n(CC(=O)N(C)c4cc(Cl)ccc4C)ncc3c2c1
-2 | CCOc1ccccc1CNC(=O)Cn1nc(C)c2nn(-c3ccc(Cl)cc3)c(C)c2c1=O
3 | CCOC(=O)C1(C/C=C/c2ccccc2)CCCN(C(=O)c2snnc2C)C1 (configuration not stated)
7 | Cc1ccc(-c2noc(-c3cc(-c4ccc(F)cc4)n[nH]3)n2)cc1
8 | CCC(CC)C(=O)Nc1cccc(NC(=O)c2cccs2)c1
-6 | CCc1ccc(Nc2ncnc3sc4c(c23)CCCC4)cc1
-5 | CC(=O)NC(Nc1cc(C)on1)(C(F)(F)F)C(F)(F)F
3 | CCOc1ccccc1NC(=O)CN1c2ccccc2S(=O)(=O)c2ccccc21
-4 | C/C(=N\NC(=O)c1nn(C)c(C)c1Br)c1ccc(NC(=O)c2ccc(C)s2)cc1
8 | CC(C)OC(=O)c1c(NC(=O)c2cc(C(=O)O)nn2C)sc2c1CCCC2
5 | Cc1onc(-c2c(Cl)cccc2Cl)c1C(=O)Nc1ccc(OCC(O)CNC(C)C)cc1 (configuration not stated)
2 | Cc1ccccc1-c1nc(CNC(=O)Nc2ccccc2)c(C)o1
6 | CSc1cccc(NC(=O)CN2CC(C)CC(C)C2)c1 (configuration not stated)
6 | CCN(CC)C1CCN(C(=O)C2(N(C)C)Cc3ccccc3C2)C1 (configuration not stated)
2 | CC(=O)Nc1cc(N)ccc1N1CCCCC1
-10 | CCCCn1cc(S(=O)(=O)c2ccc(OCC)cc2)c(=O)c2cc(OC)c(OC)cc21
10 | Cc1ncc2c(c1CNC(=O)c1ccc3c(c1)OCO3)CCN(C(=O)c1cc(F)cc(F)c1)C2
0 | Cc1cccc(-c2ccc3ccccc3n2)c1

Only part of the results is shown, so the mix of outcomes need not match the whole.
